Bioassay records as filed in PubChem.
ARNT-TACC3 inh = disruptors of ARNT/TACC3 protein interaction, primary screen, biochemical, AlphaScreen, single concentration | Transforming acidic coiled-coil-containing protein 3 (Homo sapiens), Q9Y6A5 | AlphaScreen His-ARNT PAS-B/GST-TACC3 binding, luminescence; TACC3 fragment carries E629A point mutation | inhibition, % at 9.99 µM | 0.66% of 390,000 active | AID 623870, 2012;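 active means mean inhibition of replicates at least 50% and at least half of replicates each reaching 50%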;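 further: 0% = complete ARNT plus TACC3 wells and 100% = ARNT alone without TACC3; many hits fall short of the cut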
PglD inh = C. jejuni PglD acetyltransferase inhibitors, primary screen, biochemical, DTNB colorimetric, single point. inhibition, % at 12.5 µM. 0.098% of 360,000 active. purified PglD enzyme, DTNB colorimetric CoA detection. UDP-N-acetylbacillosamine N-acetyltransferase PglD (Campylobacter jejuni); in the data active means inhibition above about 16%, passing the limit was not always enough; further: strong numbers were not always called active
LGR2 inh = inhibitors of bursicon-induced LGR2 CRE-luciferase signal, primary screen, cell-based, HEK293, CRE-luciferase reporter, bursicon stimulation. Drosophila bursicon receptor LGR2 (rickets). bursicon-stimulated, 4 h. inhibition, % at 9.99 µM. 0.35% of 380,000 active;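 active means drop in luminescence signal, shown as inhibition above about 50% in the replicate tests, limit read from the data, passing the limit was not always enough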;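 further: agonist challenge used bursicon conditioned medium at about half maximal strength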
Statin myotox sup = suppressors of statin myotoxicity in C2C12 myotubes, primary screen, cell-based, single point, plate reader. rescue of ATP level, % at 7.49 µM. AID 602340, 2012. 0.78% of 330,000 active. C2C12 myotubes + simvastatin, ATP luminescence, 48 h; scaled: DMSO 0, geranylgeraniol control 100;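 active means mean ATP rescue above about 67%, or every replicate alone reaching that limit, limit read from the data, passing the limit was not always enough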;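 further: myotubes were challenged with 10 µM simvastatin during compound exposure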
INS-1E GSIS act = GLuc luminescence reporter in INS-1E cells, primary screen for activators of glucose-dependent secretion of insulin. INS-1E GLuc reporter insulin secretion, 2-3 h. activation, % at 16.6 µM. 0.61% of 370,000 active;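 active means lowest replicate activation of at least 40%, so every replicate reaches that level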;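 further: 0% = median of neutral control wells and 100% = median of IBMX positive control wells; some compounds called inactive have numbers as strong as hits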
PAX8 reporter = inhibitors of PAX8-driven TPO luciferase reporter, primary screen, RMG-I cells, single concentration. SteadyGlo, 24 h. inhibition, % at 12.6 µM. 1.2% of 360,000 active. AID 652154, 2013;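 active means mean replicate inhibition at least 60% with every replicate also reaching 60%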;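 further: luciferase light reporting Pax8 driven TPO promoter activity; plate controls were median of neutral control wells for no effect and mitoxantrone controls for full effect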
PGC1a acetyl inh = inhibitors of PGC1a acetylation signal, primary screen, cell-based, U2OS, AlphaScreen, inhibitor mode; AlphaScreen anti-acetyl-lysine; with virally co-expressed GCN5 acetyltransferase; inhibition, % at 15.6 µM; 0.17% of 350,000 active;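 active means every replicate shows inhibition of at least 40%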;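 further: 0% = neutral control wells and 100% = positive control wells; some results beyond the cut were filed as inactive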
Cneo AK release = Cryptococcus neoformans cell lysis inducers, primary screen, AK release luminescence, single concentration | AID 651654, 2012 | lysis activity, % at 15 µM | 0.2% of 360,000 active | C. neoformans lysis, adenylate kinase release luminescence, 4 h; normalised: neutral wells 0, clomiphene wells 100;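 active means mean lysis activity across replicates of at least 80%, whatever share of replicates individually reach that level; inactive means mean lysis activity below 80%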
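Material: C. neoformans cells; Schedule: 4 h static compound exposure, 37 °C, read 1 h post-reagent; Measured by: adenylate kinase release luminescence; Read-out: signal increase indicating cell lysis; Controls: Clomiphene as positive lysis control.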
* = called active by the depositor; nt = not tested or not shown; & = joins results of further samples.

SMILES	ARNT-TACC3 inh	PglD inh	LGR2 inh	Statin myotox sup	INS-1E GSIS act	PAX8 reporter	PGC1a acetyl inh	Cneo AK release
COc1cccc(S(=O)(=O)N2C[C@@H](O)COC[C@@H]3O[C@@H](CC(=O)NCCCN4CCOCC4)CC[C@H]32)c1	0	0	-5	-16	4	-13	2	-1
CCN(C(=O)CN1CCN(S(=O)(=O)c2cc(Cl)ccc2Cl)CC1)c1c(N)n(Cc2ccccc2)c(=O)[nH]c1=O	-2	nt	-2	nt	20	18	nt	nt
O=C(COc1ccc(Br)cc1)N/N=C1/SCC(=O)N1Cc1ccccc1	-4	nt	-2	nt	-29	1	nt	nt
Cc1ccc(S(=O)(=O)/N=C2\C=C(Nc3ccc(O)cc3)C(=O)c3ccccc32)cc1	54*	4	nt	-320	nt	nt	86*	-7
COC(=O)C1(Cc2cc(-c3ccccc3)no2)CCN(C(=O)OC(C)(C)C)CC1	-5	2	-71	-4	-27	-21	11	-1
O=C(C[C@@H]1C[C@@H]2c3cc(NC(=O)Nc4ccc(F)cc4)ccc3O[C@@H]2[C@@H](CO)O1)NC1CCCCC1	-1	2	8	-8	-10	-7	-1	1
O=C(Nc1ccc(N2CCCCC2)c(Cl)c1)c1cccnc1	-1	-1	nt	-25	nt	-95	nt	-2
C[C@@H]1CN([C@@H](C)CO)C(=O)Cc2cc(NC(=O)CCC(F)(F)F)ccc2O[C@H]1CN(C)C(=O)Nc1ccc(F)cc1	16	-1	2	-7	2	5	5	47
COc1ccccc1C1CC(=O)NC(SCC(=O)Nc2ccccc2)=C1C#N (stereo not drawn)	14	-3	8	nt	-11	26	6	2
O=C(c1ccco1)N1CCN(CCOc2ccc(F)cc2)CC1	0	4	nt	-2	nt	nt	0	0
CCOn1c(=O)c(-c2cccc(Br)c2)[n+]([O-])c2ccccc21	-1	3	18	-1	38	4	-14	-1
Cc1ccc(NC(=O)Cn2nnc(C(=O)NCc3ccco3)c2N)c(C)c1	-9	1	10	2	5	9	-10	1
COc1ccc(NC(=O)Nc2cccc3c2O[C@@H](CN(C)CC2CCCCC2)[C@H](C)CN([C@H](C)CO)C3=O)cc1	0	-4	6	7	-6	nt	-2	52
CCOC(=O)C1CCN(C(=O)C2CCCN2S(=O)(=O)c2ccc(Cl)cc2)CC1 (stereo not drawn)	-3	0	8	1	10	nt	-1	0
Cc1ccc(/C=N/NC(=S)NC2CCS(=O)(=O)C2)cc1 (stereo not drawn)	-1	8	-11	5	4	nt	3	3
COc1cc(C(Nc2ccc3c(c2)OCO3)C(=O)NC2CCCCC2)cc(OC)c1OC (stereo not drawn)	9	nt	nt	nt	nt	45	-8	1
CCc1nccn1S(=O)(=O)c1ccc(OC)c(OC)c1	-5	1	-1	4	-10	11	-3	1
CCOc1cc2c3c(c1)C1(OCCO1)C(=O)N3C(C)(C)CC2C (stereo not drawn)	4	4	-25	-10	nt	nt	-7	0
Cc1cc(OC(=O)C(c2ccccc2)c2ccccc2)c([N+](=O)[O-])c(=O)[nH]1	-2	nt	7	nt	6	-17	nt	nt
C[C@@H]1CN([C@H](C)CO)C(=O)CCCn2cc(nn2)CO[C@H]1CN(C)C(=O)c1ccc(N2CCN(C)CC2)cc1	-1&-7	1&0&4	-3&11	2&-9&-4	9&11	1&-6	6&-1&11	50&21&0
O=c1oc2ccccc2c(Nc2ccc3ncccc3c2)c1[N+](=O)[O-]	-4	nt	9	nt	-17	17	nt	nt
CCCn1c(SC(C)C(=O)O)nc2ccccc21 (stereo not drawn)	-6	3	nt	-7	nt	nt	-11	1
N#Cc1ccsc1NC(=O)CSc1nnc(-c2ccccc2)o1	19	-1	nt	-4	nt	-22	-17	-2
O=C(C[C@@H]1C=C[C@H](NC(=O)NC2CCCCC2)[C@@H](CO)O1)NCc1ccc(F)cc1	-5	-2	-7	5	4	11	6	2
O=C(CCCO)N/N=C/c1cc(Br)ccc1O	81*	nt	0	nt	-4	65*	nt	nt
CCCc1cc(=O)oc2cc(C)cc(OC(C)C(=O)NCCN3CCOCC3)c12 (stereo not drawn)	3	14	-15	22	5	-2	-22	36
O=C(NCCc1c[nH]c2ccccc12)c1ccccc1	7	-2	-27	-7	-2	-44	-9	4
C[C@@H]1CN([C@H](C)CO)C(=O)c2cc(NS(=O)(=O)c3cn(C)cn3)ccc2O[C@@H](C)CCCCO[C@H]1CN(C)Cc1ccc2c(c1)OCO2	-4	0	-10	40	15	14	-11	2
COC(=O)c1c(NC(=O)c2nc3ccccc3s2)sc2c1CC(C)(C)NC2(C)C	-6	-1	12	-6	5	-3	1	9
Cc1nc(SCC(=O)N2CCN(C(=O)c3ccco3)CC2)c2c(C)c(C)sc2n1	-2	6	nt	nt	nt	33	-1	-1
CC1CCCC(C)N1C(=O)c1cc(-c2ccc(Cl)c(Cl)c2)on1 (stereo not drawn)	-25	5	nt	-1	-8	nt	12	-6
CCCNC(=O)Cc1cc(=O)[nH]c(=O)[nH]1	-1	-7	-2	4	-3	-28	2	0
CN1CCN(S(=O)(=O)c2ccc([N+](=O)[O-])cc2)CC1	27	2	-7	2	-2	-4	nt	0
CCn1c(SCC(=O)N/N=C(\C)c2ccco2)nnc1-c1ccccc1	-4	nt	-19	nt	2	9	nt	nt
CCOc1ccc(S(=O)(=O)N2CCCCCC2)cc1	nt	-3	-14	-11	-4	nt	-7	2
N#C[C@@H]1[C@@H](c2ccc(C3=CCCC3)cc2)[C@@H](CO)N1C(=O)c1cccc(F)c1	9	1	0	-3	0	-7	3	2
CCOc1ccc(C2Sc3ccccc3NC3=C2C(=O)OC3)cc1 (stereo not drawn)	-6	2	-37	47	-36	nt	0	0
CC1=CC(=O)C(C(C)=Nc2cccc(Cl)c2)C(=O)O1 (stereo not drawn)	-3	0	5	-2	-3	9	-1	-1
CC(C)(C)c1cc(NC(=O)CCl)n(-c2ccccc2)n1	-7	5	3	nt	32	20	-2	11
CCC(Sc1nnc(-c2ccc(C)c(Cl)c2)n1CC)C(=O)Nc1nccs1 (stereo not drawn)	1	-6	nt	9	nt	-1	5	5
O=C(Cn1ncc2c(=O)oc3ccccc3c21)N1CCc2ccccc2C1	35	3	-4	-6	nt	18	nt	4
Nc1cc2ccccc2oc1=O	2	-4	nt	4	nt	nt	-13	1
COC(=O)c1ncn(C2OC(COC(C)=O)C(OC(C)=O)C2OC(C)=O)n1 (stereo not drawn)	3	nt	nt	nt	-4	-11	4	nt
Cc1ccccc1NC(=S)NNC(=O)c1cccc(Br)c1	7	nt	-31	nt	8	-44	5	nt
Cc1cc(NC(=O)c2ccc(N(C)S(=O)(=O)c3ccccc3)cc2)no1	-1	-4	nt	-20	nt	nt	2	-1
CC(=O)Nc1cccc(O)c1	nt	6	-2	-2	-12	nt	-6	0
CCCCOCCCNCc1cccn1CCN1CCOCC1	1	5	-6	-5	-8	-12	3	3
CCCC(=O)Nc1ccc2c(c1)OC[C@@H](C)N(Cc1ccccc1)C[C@H](C)[C@@H](OC)CN(C)C2=O	-12	1	7	13	-33	1	1	1
Cc1cc(=O)oc2c(C)c(OC(C)C(=O)NC(Cc3c[nH]c4ccc(O)cc34)C(=O)O)ccc12 (stereo not drawn)	1	0	-20	-11	14	nt	-4	-2
CCOC(=O)N/N=C/C=C/c1ccccc1[N+](=O)[O-]	-5	-3	30	5	2	-23	7	11

Part of the list above, with each value named.
CCCC(=O)Nc1ccc2c(c1)OC[C@@H](C)N(Cc1ccccc1)C[C@H](C)[C@@H](OC)CN(C)C2=O
  ARNT-TACC3 inh = -12 | PglD inh = 1 | LGR2 inh = 7 | Statin myotox sup = 13 | INS-1E GSIS act = -33 | PAX8 reporter = 1 | PGC1a acetyl inh = 1 | Cneo AK release = 1
CCOC(=O)N/N=C/C=C/c1ccccc1[N+](=O)[O-]
  ARNT-TACC3 inh = -5 | PglD inh = -3 | LGR2 inh = 30 | Statin myotox sup = 5 | INS-1E GSIS act = 2 | PAX8 reporter = -23 | PGC1a acetyl inh = 7 | Cneo AK release = 11
Cc1ccccc1NC(=S)NNC(=O)c1cccc(Br)c1
  ARNT-TACC3 inh = 7 | PglD inh = nt | LGR2 inh = -31 | Statin myotox sup = nt | INS-1E GSIS act = 8 | PAX8 reporter = -44 | PGC1a acetyl inh = 5 | Cneo AK release = nt

Additional structures follow:
SMILES	ARNT-TACC3 inh	PglD inh	LGR2 inh	Statin myotox sup	INS-1E GSIS act	PAX8 reporter	PGC1a acetyl inh	Cneo AK release
CC1=C(c2ccccc2)C=NNCC1=O	5	4	-34	-4	-7	-46	5	0
O=C(O)c1ccc2cccc(Cl)c2c1O	-36	6	nt	-4	nt	nt	9	-1
COc1cc(C(=O)O/N=C2/C=C(C)C(=O)C=C2C)cc(OC)c1OC	-4	nt	-5	nt	7	9	nt	nt
Cc1ccn2c(C(=O)CSc3ccc(Cl)cc3Cl)c(C)nc2c1	7	-4	nt	-5	nt	nt	10	0
CC(=O)Nc1cc2c(cc1Cl)Cc1cc(Cl)ccc1-2	-1	-8	nt	9	nt	29	5	1
CO[C@H]1CN(C)C(=O)c2ccc(NC(=O)c3cnccn3)cc2OC[C@H](C)N(C)C[C@H]1C	-10	-2	-4	-1	22	0	1	-3
COc1cc(/C=N/Nc2nc(C)cc(C)n2)ccc1O	nt	-4	-26	-5	-3	5	-5	10
COc1cccc(N2CCN(c3ccc([N+](=O)[O-])cn3)CC2)c1	-5	4	2	18	-1	7	-12	0
Cc1cccn2c(=O)c(C=O)c(Cl)nc12	-8	nt	11	nt	22	10	nt	nt
CCCN(C)C[C@@H]1OCCCC[C@@H](C)Oc2ccc(NS(C)(=O)=O)cc2C(=O)N([C@H](C)CO)C[C@@H]1C	nt	nt	14	-19	9	-21	5	nt
CCC(=O)N1CC2(C1)CN(C(=O)c1ccccn1)[C@H](CO)c1c2c2ccc(OC)cc2n1C	nt	nt	13	nt	16	-15	1	nt
Cc1cc2c(c(C#N)c1C)NC=NC2C (stereo not drawn)	nt	-6	-6	nt	19	2	nt	-2
CCCN1[C@@H]2c3ccc(-c4cccnc4)c(=O)n3C[C@H]1[C@H](CO)[C@H]2C(=O)NCCc1cn(C)cn1	1	3	2	-7	17	-5	nt	0
CCCCCCCCN1N=N[C@H]2[C@H]1[C@@H]1C[C@H]2N(C(=O)OC(C)(C)C)O1	nt	3	0	-2	-39	2	-7	4
CCN(CC(=O)Nc1ccc2c(c1)OCCO2)C(=O)c1cccc(S(=O)(=O)N2CCOCC2)c1	2	2	nt	4	nt	-2	-12	2
O=C(Nc1ccccc1Cl)O/N=C/c1ccncc1	10	nt	8	nt	0	nt	10	nt
COC(=O)c1c(-c2ccc(N(C)C)cc2)sc2ccc(OC)cc12	-17	-1	-117	8	nt	-102	1	3
Cc1cc(C(=O)NCCCn2ccnc2)cs1	12	0	nt	10	nt	nt	4	-2
Cc1ccc(-c2nc(C)sc2CC(=O)Nc2nnc(C)s2)cc1	21	-1	13	2	8	-14	5	2
CCOC(=O)c1c(C)oc(C)c(C(=O)OCC)c1=O	-7	-1	-14	-8	2	1	nt	1
COc1ccc(C(=O)COC(=O)CCCC(=O)NC2CCCCC2)cc1	-11	-3	1	nt	nt	nt	-7	0
O=CNc1cc(-c2cccc(O)c2)cn2c(-c3ccc(F)cc3)cnc12	nt	2	-13	19	12	-1	nt	10
COC(=O)CNC(=O)C1CCN(S(=O)(=O)c2cccc3nsnc23)CC1	-5	-6	6	10	-7	-17	0	6
O=c1[nH]c2c(c(=O)n1-c1ccccc1)CCO2	13	nt	16	-4	5	-8	-5	nt
